# Growth percent in the NCI-60 one-dose screen (48 h, 10 µM unless noted): 100 = growth as untreated, 0 = no growth, -100 = all killed.
# U251 = U251 CNS tumor cells; actives 5.4% (n = 80,000); AID 1794753
# OVCAR-5 = OVCAR-5 ovarian cancer; AID 1794783; actives 2.9% (n = 82,000)
# SF-268 = SF-268 CNS cancer cells; actives 3.1% (n = 82,000)
# DU-145 = DU-145 prostate cancer. actives 4.2% (n = 81,000). AID 1794760
# SK-OV-3 = SK-OV-3 ovarian cancer cells | actives 3.2% (n = 80,000)
# OVCAR-3 = OVCAR-3 ovarian cancer | actives 7% (n = 79,000) | AID 1794787
# OVCAR-4 = OVCAR-4 ovarian cancer cells; actives 3.7% (n = 80,000)
# PC-3 = PC-3 prostate cancer cells; actives 3.9% (n = 80,000)
# OVCAR-8 = OVCAR-8 ovarian cancer; actives 4.4% (n = 81,000)
# Numbers without * were called inactive; . = no result given. Rule for the calls: active = growth percent below 10; inactive = the rest.
SMILES,U251,OVCAR-5,SF-268,DU-145,SK-OV-3,OVCAR-3,OVCAR-4,PC-3,OVCAR-8
CCOC(=O)/C(=C/c1c(-c2ccccc2)[nH]c2ccccc12)C(=O)c1ccc(Cl)cc1,50.5,95.8,56.1,65.9,81.6,38.5,46.8,12.5,59.8
C=C(C)[C@@H]1CC[C@]2(CO)CC[C@]3(C)[C@H](CC[C@@H]4[C@@]5(C)CC[C@H](O)C(C)(C)[C@@H]5CC[C@]43C)[C@@H]12,24.9,-21.9*,54.6,28.2,41.3,64.5,33.7,38.7,.
Cc1ccc(S(=O)(=O)OCC#CCOS(=O)(=O)c2ccc(C)cc2)cc1,22.6,111.5,53.8,52.2,98.3,12.4,73.4,70.4,34.6
CCCC(C)C(=Nc1ccc(Cl)c(Cl)c1)N(C)C (stereo not given),91.9,99.5,99.2,107.4,94.7,106.4,92.9,99.2,94.4
C=CC(=O)Nc1cccc(Nc2nc(SC)nc(-c3cccc([N+](=O)[O-])c3)c2C#N)c1,.,71.8,74.8,30.0,74.3,19.9,32.9,37.5,43.4
CCCNc1nc2ccccc2c2c(=O)c3ccccc3sc12,89.4,102.4,97.6,95.7,104.0,104.1,83.2,82.6,96.6
Cc1cc2c(C(C)C)c(O)c(O)c(C=Nc3cccc(C(F)(F)F)c3)c2c(O)c1-c1c(C)cc2c(C(C)C)c(O)c(O)c(C=Nc3cccc(C(F)(F)F)c3)c2c1O,50.2,98.0,61.4,88.2,95.0,.,85.9,52.6,77.2
Cn1c(=O)c2[nH]c(SCC(=O)Nc3ccc(C(=O)/C=C/c4ccccc4Cl)cc3)nc2n(C)c1=O,91.9,101.0,89.7,101.9,97.3,94.7,88.3,93.4,95.0
CCCCCCNS(=O)(=O)c1ccccc1,89.9,87.5,102.6,103.1,81.0,105.4,104.8,63.8,97.8
FC(F)(F)c1[nH]ncc1-c1nc2c(N3CCCCC3)cc3[nH]ncc3c2c2c1CCCC2,3.6*,6.6*,-11.7*,10.2,-25.0*,-2.7*,24.3,0.4*,7.1*
O=C(CCCCCNC1=CC(=O)c2ccccc2C1=O)NCCC[Se]c1ccccc1,81.7,145.7,100.8,108.4,151.9,97.3,81.7,62.4,102.7
CCCCCCN1C(=O)C2(NCc3c(nc4c(c(C)nn4-c4ccccc4)c3-c3ccc(Cl)cc3)N2)c2ccccc21 (stereo not given),90.5,84.7,81.5,73.9,96.9,99.1,71.8,59.7,92.1
Cc1ccc(-c2ccnc3c2c(-c2ccc(Cl)cc2)nn3-c2ccccc2)cc1,98.5,105.6,94.1,81.4,107.3,106.5,102.2,79.8,93.1
Cn1ncc2c(=S)[nH]c(=S)[nH]c21,91.6,106.5,99.7,110.2,96.1,110.4,114.3,87.3,98.3
CSc1nc(Nc2ccc(S(=O)(=O)NN3C=NC=CC3)cc2)c(C#N)c(-c2ccc(Cl)cc2)n1,101.3,87.1,122.9,126.2,114.4,124.3,103.2,111.8,108.9
O=C(Nc1cc(Cl)cc2c1-c1ccc(Cl)cc1C2O)C(Cl)Cl (stereo not given),78.4,94.8,91.9,60.1,101.7,97.3,62.9,67.7,86.5
COc1ccc(-c2nc(-c3ccccc3)c(-c3ccccc3)[nH]2)cc1OC1CCCCC1,90.3,96.6,84.4,99.7,98.9,72.6,74.2,64.8,86.7
CC1Cc2c(ncnc2-n2cnc3ccccc32)N(C)c2ccc(O)cc21 (stereo not given),77.7,99.2,95.8,104.0,89.4,95.8,82.7,71.3,79.6
O=C(/C=C/C=C/c1ccccc1)N1c2ccccc2CC1c1c[nH]c2ccccc12 (stereo not given),83.2,100.7,78.0,98.8,77.3,85.4,77.3,57.5,86.2
O=C(CCCN1C(=O)/C(=C/c2ccccc2F)SC1=S)N1CCOCC1,86.1,94.5,95.6,74.5,113.6,112.2,88.4,104.6,99.0
COc1cccc2c(=O)c3c(sc12)c(N1CCNCC1)nc1ccccc13,12.2,94.9,87.9,35.8,83.0,-43.8*,-41.4*,68.3,53.2
COc1ccc2nc(C)cc(OCC(=O)NCc3ccccc3)c2c1,111.6,101.8,102.2,106.0,105.9,102.9,73.3,96.3,109.2
O=C1NC(=O)C(c2ccc(C(=O)/C=C/c3c[nH]c4ccccc34)cc2)C(=O)N1,91.2,103.3,95.0,110.1,101.4,107.4,93.3,86.2,95.2
COCCn1cc(-c2csc(-c3cn(C)c4ccc(Br)cc34)n2)c2cccnc21,51.4,68.3,64.8,62.5,71.9,80.3,71.0,38.1,56.3
CCCC(=O)NC(c1ccc(N(CC)CC)cc1)c1cc(C)c2cccnc2c1O (stereo not given),25.6,58.0,27.6,25.6,42.0,18.6,40.3,39.3,20.5
C=CCCCCCCCCC(=O)[O][Sn]([CH2]CCC)([CH2]CCC)[CH2]CCC,-74.0*,-89.4*,-97.3*,-95.2*,-98.8*,-97.9*,-96.7*,-93.5*,-74.2*
COc1cc(/C=C2\CN(C)C/C(=C\c3cc(CN4CCOCC4)c(O)c(OC)c3)C2=O)cc(CN2CCOCC2)c1O,20.7,88.7,56.9,28.5,.,22.2,58.9,60.8,20.1
O=C(NCCN1CCCCC1)n1cc(-c2ccncc2)c(-c2ccc(O)c(Cl)c2)n1,93.0,104.6,98.2,113.8,97.4,113.5,108.7,92.8,100.0
CC(=O)CC(=O)C(F)(F)F,95.9,97.4,102.6,106.8,98.6,104.8,85.4,93.1,101.5
COc1cccc2cc3c(nc12)CC(C(F)(F)F)CC3=O (stereo not given),102.4,99.2,99.1,111.5,104.3,103.9,103.4,99.3,98.9
N#Cc1c(-c2ccc(Cl)cc2)nc(SC(=O)c2ccc([N+](=O)[O-])cc2)[nH]c1=O,96.3,100.1,100.3,100.7,110.0,.,102.8,99.4,103.0
COc1cc(CN/C=C2\C[C@@H](C(=O)NCc3ccc(Cl)cc3Cl)NC2=O)cc(OC)c1OC,95.7,105.7,99.6,107.5,83.9,110.0,114.5,95.1,100.6
O=C(CCCCCCN1CC(=O)N2[C@@H](c3ccc(Cl)c([N+](=O)[O-])c3)c3[nH]c4ccccc4c3C[C@H]2C1=O)NO,86.8,102.5,102.1,98.4,106.2,91.8,92.5,80.5,77.4
OC1(Cc2ccccc2)CCN(c2ccc3nnc(Cl)n3n2)CC1,99.7,102.3,98.0,98.1,100.5,.,95.8,91.2,94.5
Cc1cc(N2CCN(CC(=O)Nc3ccc4c(ccn4Cc4ccccc4)c3)CC2)nc(N2CCCCCC2)n1,38.4,75.6,72.9,71.5,48.2,62.8,51.8,28.2,31.6
Cc1cn(-c2cc(C(=O)Nc3cccc(-c4cn(-c5ccc(S(N)(=O)=O)cc5)nn4)c3)cc(C(F)(F)F)c2)cn1,48.8,136.8,83.8,86.5,124.0,83.6,91.3,90.0,63.4
CC(O)CN(/N=C\c1ccc([N+](=O)[O-])o1)C(N)=O (stereo not given),95.3,112.5,99.9,110.4,101.9,111.2,105.1,93.3,101.3
CCN1CCN(CC(=O)Nc2cccc(-n3cc(-c4ccncc4)c(-c4ccc(Cl)c(OC)c4)n3)c2)CC1,107.3,91.2,93.2,109.4,98.8,99.8,108.2,96.4,114.0
CCCCCCCCN1COCC(COc2ccccc2C)OC1 (stereo not given),102.1,107.5,101.2,108.1,125.9,104.9,98.9,91.1,105.2
CC1=C(C(=O)OCc2ccccc2)C(c2ccc3c(c2)OCO3)NC(=S)N1C (stereo not given),93.4,106.7,93.5,98.5,95.9,99.9,90.6,92.0,96.1
CSc1nc(N)nn1S(=O)(=O)c1ccc(C)cc1,108.5,106.1,107.1,112.7,121.6,116.2,114.6,97.6,103.8
Nn1cnc2c(ncn2C2OC(CO)C(O)C2O)c1=O (stereo not given),110.1,106.9,102.1,104.0,92.9,106.3,112.9,105.8,106.0
COc1ccc(/C(C)=C(/c2ccc(OCCCN(C)C)cc2)c2ccc(OC(=O)Cc3ccccc3)cc2)cc1,55.1,85.2,76.0,94.2,73.4,81.2,87.9,71.9,87.6
CCCC(=O)Oc1ccc(/C(=C(/CC)Cc2ccccc2)c2ccc(OCCN3CCCC3)cc2)cc1,49.0,84.2,67.4,87.0,97.0,74.1,68.4,70.0,96.4
N#Cc1ccc2c(c1)C(=O)c1c-2n(CCCN)c(=O)c2cc([N+](=O)[O-])ccc12,-100.0*,16.6,-92.1*,-100.0*,-100.0*,-96.4*,-82.0*,-74.4*,-71.6*

# Three structures from above, arranged by SMILES length, falling.
SMILES,U251,OVCAR-5,SF-268,DU-145,SK-OV-3,OVCAR-3,OVCAR-4,PC-3,OVCAR-8
COc1ccc(/C(C)=C(/c2ccc(OCCCN(C)C)cc2)c2ccc(OC(=O)Cc3ccccc3)cc2)cc1,55.1,85.2,76.0,94.2,73.4,81.2,87.9,71.9,87.6
CC1=C(C(=O)OCc2ccccc2)C(c2ccc3c(c2)OCO3)NC(=S)N1C (stereo not given),93.4,106.7,93.5,98.5,95.9,99.9,90.6,92.0,96.1
CC(O)CN(/N=C\c1ccc([N+](=O)[O-])o1)C(N)=O (stereo not given),95.3,112.5,99.9,110.4,101.9,111.2,105.1,93.3,101.3

# Next part.
SMILES,U251,OVCAR-5,SF-268,DU-145,SK-OV-3,OVCAR-3,OVCAR-4,PC-3,OVCAR-8
CC(C)C(O)(C#CC(O)(C(C)C)C(C)C)C(C)C,120.5,104.7,103.6,113.8,96.1,112.3,119.1,.,121.3
CCCCCCCC/C=C\CCCCCCCCOc1ccc(CC(=O)NCC[N+](C)(C)C)cc1,16.9,27.5,68.6,75.6,93.6,83.3,72.2,4.9*,54.8
Clc1ccc(SCN2CCCCC2)cc1,92.0,100.0,111.8,116.4,106.8,107.9,104.6,107.3,101.3
Cc1cc(N2CCCCCC2)nc(N2CCN(CC(=O)Nc3ccc4c(ccn4C)c3)CC2)n1,66.7,101.3,108.4,105.6,.,103.4,84.9,77.9,90.4
COC(=O)/C=C1\S/C(=N\Nc2ccc([N+](=O)[O-])cc2[N+](=O)[O-])N(C2CCCCC2)C1=O,25.8,84.3,71.0,44.2,96.8,25.2,47.1,18.4,35.4
CC(N)C(Cc1ccc(Cl)cc1)c1ccccc1 (stereo not given),84.4,85.0,94.6,103.0,89.2,109.0,90.2,76.6,96.0
CCc1c(C(=O)Nc2ccc(CN(C)C)cc2)[nH]c(C)c1C(C)=O,92.4,101.0,105.4,111.6,101.2,108.1,110.1,94.7,97.9
COC(=O)[C@]1(C)CCC[C@]2(C)[C@H]3C[C@H]4C(C(C)C)=C[C@]3(CC[C@H]21)[C@@H]1C(=O)/C(=C/c2ccco2)C[C@H](O)[C@@H]14,101.3,111.1,97.5,105.1,97.0,105.0,110.9,66.6,97.3
Cc1[nH]cnc1CNc1ccc2ncc(C#N)c(Nc3ccc(F)c(Cl)c3)c2c1,81.8,83.5,.,.,73.6,.,64.2,71.8,69.5
Cn1cc(-c2csc(-c3cn(CCNC(=O)OC(C)(C)C)c4ccccc34)n2)c2cccnc21,83.1,115.0,90.5,101.1,94.9,86.3,49.2,36.9,45.0
Clc1ccc(Nc2ncc(Cc3cccc(Cl)c3Cl)s2)cc1,85.7,85.8,98.3,102.3,101.6,100.0,94.8,88.0,98.0
C#Cc1ccc(-n2c(/C=C/c3ccc4ccccc4c3)nc3ncccc3c2=O)cc1,43.2,105.0,37.8,60.1,68.9,17.0,-3.8*,13.7,38.5
CC(=O)[C@@]1(O)CC[C@H]2[C@@H]3CCC4=CC(=O)CC[C@]4(C)[C@H]3C(=O)C[C@@]21C,115.3,95.4,121.4,101.9,123.4,122.6,113.5,95.9,105.2
COc1ccc(/C=C/C(=O)c2c(N)n(C)c(=O)n(C)c2=O)cc1,.,111.6,110.8,105.6,110.6,122.5,101.1,103.7,109.3
CCCCc1c(O)cc(C)[nH]c1=O,105.1,104.4,106.8,117.1,108.9,116.1,111.2,93.9,107.4
COc1ccc(N=Nc2c(N)nn3c(-c4ccc(Cl)cc4)ccnc23)cc1,109.4,118.4,107.8,109.9,104.0,120.1,101.2,99.4,108.4
N[C@@H](Cc1ccccc1)[C@@H](O)C(=O)NCc1ccccn1,103.7,98.7,94.6,108.3,109.0,110.1,118.1,110.9,110.3
C=CCc1cc(C(CC)C(CC)c2ccc(O)c(CC=C)c2)ccc1O (stereo not given),95.3,117.2,92.5,106.3,109.2,105.6,115.8,100.9,99.6
NC(N)=NC(N)=NCCCc1ccco1,101.2,114.4,94.1,115.2,103.2,102.0,103.6,102.7,96.0
CC(=C(C#N)C#N)c1cccc([N+](=O)[O-])c1,118.3,102.6,108.3,114.0,117.3,113.4,.,93.7,117.9

# Molecules above that have a nitro group on carbon:
SMILES,U251,OVCAR-5,SF-268,DU-145,SK-OV-3,OVCAR-3,OVCAR-4,PC-3,OVCAR-8
C=CC(=O)Nc1cccc(Nc2nc(SC)nc(-c3cccc([N+](=O)[O-])c3)c2C#N)c1,.,71.8,74.8,30.0,74.3,19.9,32.9,37.5,43.4
N#Cc1c(-c2ccc(Cl)cc2)nc(SC(=O)c2ccc([N+](=O)[O-])cc2)[nH]c1=O,96.3,100.1,100.3,100.7,110.0,.,102.8,99.4,103.0
O=C(CCCCCCN1CC(=O)N2[C@@H](c3ccc(Cl)c([N+](=O)[O-])c3)c3[nH]c4ccccc4c3C[C@H]2C1=O)NO,86.8,102.5,102.1,98.4,106.2,91.8,92.5,80.5,77.4
CC(O)CN(/N=C\c1ccc([N+](=O)[O-])o1)C(N)=O (stereo not given),95.3,112.5,99.9,110.4,101.9,111.2,105.1,93.3,101.3
N#Cc1ccc2c(c1)C(=O)c1c-2n(CCCN)c(=O)c2cc([N+](=O)[O-])ccc12,-100.0*,16.6,-92.1*,-100.0*,-100.0*,-96.4*,-82.0*,-74.4*,-71.6*
COC(=O)/C=C1\S/C(=N\Nc2ccc([N+](=O)[O-])cc2[N+](=O)[O-])N(C2CCCCC2)C1=O,25.8,84.3,71.0,44.2,96.8,25.2,47.1,18.4,35.4
CC(=C(C#N)C#N)c1cccc([N+](=O)[O-])c1,118.3,102.6,108.3,114.0,117.3,113.4,.,93.7,117.9
